PP5 inh – PP5 (human) phosphatase inhibition; purified PP5c, OMFP substrate fluorescence; hit rate 0.18% among 320,000; P53041; inhibition, % at 6.7 µM;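 active means inhibition above the campaign's mean inhibition across all tested compounds plus 3 SD, cut at about 9.5% in these data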;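 further: 0% = DMSO only and 100% = 100 µM cantharidin control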
PP1 counter – PP1-alpha (human) inhibition in PP5 counter-screen. P62136. purified PP1alpha, OMFP fluorescence. inhibition, % at 6.7 µM. hit rate 0.9% among 320,000. AID 2235;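 active means inhibition above the mean inhibition of all tested compounds plus 3 SD, computed separately for each screening campaign, cut at about 15% in these data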
Efflux pump mplx – antifungal efflux pump inhibition, Nile Red retention | hit rate 0.44% among 330,000 | S. cerevisiae Candida pump triplex | inhibition, % at 10 µM | AID 485275;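 active means plate passing quality check with inhibition over a set limit, or well fluorescence over plate mean plus 4 SD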;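 further: Nile Red retained in pooled yeast measured as flow cytometry median fluorescence; 0% = buffer negative control and 100% = Enniatin B positive control; higher means more Nile Red kept so more efflux inhibition; some compounds called inactive have numbers as strong as hits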
EBNA-1 inhibitor – blocks EBNA-1 binding to DNA | EBNA-1 DNA binding, fluorescence polarization | inhibition, % at 14.8 µM | hit rate 0.34% among 300,000; in the data active means inhibition above about 28%
TPT1 inh – inhibitors of Candida albicans tRNA 2'-phosphotransferase TPT1; inhibition, % at 5 µM; hit rate 0.81% among 300,000; recombinant caTPT1, FP RNA substrate dephosphorylation;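 active means inhibition above the mean of all tested compounds plus 3 SD, set per screening campaign, cut at about 24% in these data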;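 further: plate controls were DMSO alone for no effect and ferristatin control at 100 nM for full effect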
CTSL1 counter – cathepsin L1 inhibition, PFM18AAP counter-screen; inhibition, % at 5.96 µM; recombinant F. hepatica cathepsin L1, Z-Leu-Arg-MCA fluorescence; hit rate 0.49% among 300,000; AID 1906;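 active means inhibition above the mean of all tested compounds plus 3 SD, set per screening campaign, cut at about 17% in these data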;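 further: 0% = plate median of test compound wells and 100% = 1 µM Z-Phe-Ala-diazomethylketone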
PREPL inh – inhibits the human prolyl oligopeptidase-like enzyme; hit rate 0.68% among 320,000; recombinant PREPL, fluorescence polarization activity-based probe; inhibition, % at 5.96 µM; AID 2751; Q4J6C6; in the data active means inhibition above about 43%;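 further: 0% = enzyme with DMSO and 100% = wells lacking enzyme; many of its hits are not listed in these tables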
Target sequence (Q4J6C6 whole entry, looked up): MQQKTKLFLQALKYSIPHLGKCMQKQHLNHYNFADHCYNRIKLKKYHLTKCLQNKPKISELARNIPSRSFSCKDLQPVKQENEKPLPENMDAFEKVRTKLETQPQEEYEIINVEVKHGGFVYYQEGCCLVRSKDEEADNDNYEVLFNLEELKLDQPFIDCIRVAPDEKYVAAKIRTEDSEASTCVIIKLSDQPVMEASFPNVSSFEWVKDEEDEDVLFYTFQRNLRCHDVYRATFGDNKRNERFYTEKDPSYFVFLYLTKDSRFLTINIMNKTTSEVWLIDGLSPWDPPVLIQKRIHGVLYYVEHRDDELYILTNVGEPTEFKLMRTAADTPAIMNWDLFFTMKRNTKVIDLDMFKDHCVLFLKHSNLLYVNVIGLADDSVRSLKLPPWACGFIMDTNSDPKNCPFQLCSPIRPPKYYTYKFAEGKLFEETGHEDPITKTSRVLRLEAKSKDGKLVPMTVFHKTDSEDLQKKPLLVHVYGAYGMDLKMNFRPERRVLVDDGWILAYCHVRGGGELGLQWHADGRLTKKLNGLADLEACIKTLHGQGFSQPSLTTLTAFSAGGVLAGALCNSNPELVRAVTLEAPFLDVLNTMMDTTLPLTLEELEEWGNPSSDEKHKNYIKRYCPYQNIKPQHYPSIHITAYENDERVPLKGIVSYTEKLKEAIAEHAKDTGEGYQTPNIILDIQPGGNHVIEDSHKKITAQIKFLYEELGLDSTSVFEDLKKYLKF
core dimer inh – blocks dimerization of HCV core protein; TR-FRET GST/Flag-core106 dimerization, 1536-well; AID 1899; inhibition, % at 5 µM; hit rate 0.33% among 300,000;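 active means inhibition above the mean of all tested compounds plus 3 SD, set per screening campaign, cut at about 45% in these data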
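System – GST-tagged and Flag-tagged HCV core protein residues 1-106 · Repeats – one well for each compound · Technique – TR-FRET 671 and 617 nm emission · Doses – one concentration, 5 µM, in 0.5% DMSO · Times – 4 h, 22.5 °C incubation · Also added – Eu donor and XL665 acceptor anti-tag antibodies · Measure – percent inhibition of core106 dimerization signal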
ZTA counter – counter-screen for EBNA-1 inhibitors: inhibitors of Epstein-Barr virus ZTA; P03206; ZTA-DNA binding, fluorescence polarization; inhibition, % at 11 µM; hit rate 0.15% among 320,000; AID 2234; in the data active means inhibition above about 33%
Target sequence (P03206 whole entry, looked up): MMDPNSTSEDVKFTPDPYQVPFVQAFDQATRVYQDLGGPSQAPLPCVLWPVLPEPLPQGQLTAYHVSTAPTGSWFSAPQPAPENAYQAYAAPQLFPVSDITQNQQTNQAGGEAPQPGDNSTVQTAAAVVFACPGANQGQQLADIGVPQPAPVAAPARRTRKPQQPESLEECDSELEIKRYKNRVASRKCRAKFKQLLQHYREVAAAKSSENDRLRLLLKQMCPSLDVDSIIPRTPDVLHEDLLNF
* marks the source's active call; other numbers are inactive results; nt = no result given. A portion of the library; rates above refer to the full screens.

1) COc1ccccc1OCC(O)Cn1c(=N)n(Cc2ccccc2)c2ccccc21 (centres undefined)
2) COc1ccc2[nH]c(=O)c(CN(Cc3ccco3)C(=O)c3ccccc3)cc2c1
3) COc1cc(NC(=O)C2CSC3(C)CCC(=O)N23)c(OC)cc1Cl (centres undefined)
4) CCOc1ccc(S(=O)(=O)N(C)C2CCCCC2)cc1
5) CCCOc1ccc(C(=O)NNC(=S)NC(=O)c2ccccc2)cc1
6) O=C(COC(=O)c1ccccc1NCCO)NCC1CCCCC1
7) COCc1c(Br)c(C)nc2sc3c(=O)[nH]nnc3c12
8) CCc1ccc(OCC(=O)NC(NC(=S)Nc2ccc(Cl)cc2)C(Cl)(Cl)Cl)cc1 (centres undefined)
assay / compound	1	2	3	4	5	6	7	8
PP5 inh	1.1	2.9	-0.8	2.0	-1.2	2.1	-2.8	2.8
PP1 counter	-0.3	-0.1	-2.8	1.5	0.0	-1.3	-2.9	0.7
Efflux pump mplx	0.1	0.1	0.0	0.1	-0.3	0.0	0.2	0.6
EBNA-1 inhibitor	-3.4	1.5	1.2	11.2	4.8	nt	-6.3	-8.6
TPT1 inh	1.8	5.8	2.9	1.1	-3.5	nt	1.3	3.0
CTSL1 counter	-2.4	-1.4	0.9	-1.2	1.6	nt	0.0	1.1
PREPL inh	10.9	-0.2	6.3	-2.7	6.1	1.6	8.6	6.6
core dimer inh	-7.2	2.3	-1.9	3.3	9.4	nt	0.6	8.7
ZTA counter	-1.8	2.9	0.4	-1.2	-0.2	9.6	6.4	-1.0

9) O=[N+]([O-])c1c(C(Cl)Cl)nn(-c2ccc(Cl)cc2)c1N1CCCCC1
10) COc1ccccc1N1CCN(S(=O)(=O)CC23CCC(CC2=O)C3(C)C)CC1 (centres undefined)
11) Cc1ccc(CN2C(=O)c3ccccc3Sc3ccc(C(=O)NCCCN4CCOCC4)cc32)cc1
12) CCOc1ccccc1NC(=O)NC(C)c1ccncc1 (centres undefined)
13) COC(=O)c1cc(OC)cc(O)c1C(=O)c1c(O)cc(C)cc1O
14) O=C(NCCN1C(=O)S/C(=C\c2cccc(Cl)c2Cl)C1=O)C1=COCCO1
15) COc1ccc(/C(C)=N/NC(=O)c2nnn(-c3nonc3N)c2-c2ccccc2)cc1
16) CCn1ncc2c1C(=O)NC1c3ccccc3C(=O)N21 (centres undefined)
assay / compound	9	10	11	12	13	14	15	16
PP5 inh	3.1	3.0	-3.3	1.6	1.5	2.7	-0.9	-1.8
PP1 counter	-2.0	-4.9	3.1	-2.5	-5.8	2.2	-2.4	-1.4
Efflux pump mplx	0.2	0.1	0.2	0.0	0.0	0.0	0.2	0.0
EBNA-1 inhibitor	-8.8	-0.9	-6.0	-3.3	10.2	-7.4	-14.1	1.8
TPT1 inh	1.4	-2.6	-0.2	-1.6	-2.8	1.6	-0.8	-2.3
CTSL1 counter	0.8	-2.6	5.2	-1.7	52.0*	-7.5	2.3	-1.7
PREPL inh	-6.2	15.4	13.9	-5.6	5.7	17.8	6.0	21.3
core dimer inh	1.5	-1.8	-7.2	9.2	-1.7	6.3	-0.3	-5.0
ZTA counter	-7.2	-1.4	2.8	9.6	7.2	-10.2	7.5	-25.2

Gathered by group, those above with four or more nitrogen atoms
7) COCc1c(Br)c(C)nc2sc3c(=O)[nH]nnc3c12
9) O=[N+]([O-])c1c(C(Cl)Cl)nn(-c2ccc(Cl)cc2)c1N1CCCCC1
15) COc1ccc(/C(C)=N/NC(=O)c2nnn(-c3nonc3N)c2-c2ccccc2)cc1
16) CCn1ncc2c1C(=O)NC1c3ccccc3C(=O)N21 (centres undefined)
assay / compound	7	9	15	16
PP5 inh	-2.8	3.1	-0.9	-1.8
PP1 counter	-2.9	-2.0	-2.4	-1.4
Efflux pump mplx	0.2	0.2	0.2	0.0
EBNA-1 inhibitor	-6.3	-8.8	-14.1	1.8
TPT1 inh	1.3	1.4	-0.8	-2.3
CTSL1 counter	0.0	0.8	2.3	-1.7
PREPL inh	8.6	-6.2	6.0	21.3
core dimer inh	0.6	1.5	-0.3	-5.0
ZTA counter	6.4	-7.2	7.5	-25.2

Continued:
17) COc1cc(/C=N/NS(=O)(=O)c2ccc(Br)cc2)ccc1O
18) CC(C)(C)C(=O)NC1=NN(c2c(Cl)cc(Cl)cc2Cl)C(=O)C1
19) O=C(NNc1ccc(Cl)cc1)c1sccc1Cl
20) CN(Cc1ccc(F)cc1)C(=O)c1cccc(S(=O)(=O)NCc2ccccc2)c1
21) NS(=O)(=O)c1ccc(CCNC(=O)c2cc(-c3cc(Cl)ccc3O)n[nH]2)cc1
22) CCN(CC)CCOC(=O)c1ccc(NC(=O)C2(c3ccccc3)CCCC2)cc1
23) Cc1ccc(NC(=S)Nc2ccc(C(C)C)cc2)cc1S(=O)(=O)N1CCCCCC1
24) COc1cccc(C2c3[nH]c4ccccc4c3C[C@H]3C(=O)N(CCCO)CC(=O)N23)c1OC (some centres undefined)
assay / compound	17	18	19	20	21	22	23	24
PP5 inh	2.5	3.1	2.8	0.5	1.9	-0.1	-1.6	1.1
PP1 counter	0.8	1.3	-1.3	-3.8	-0.1	1.1	4.6	6.1
Efflux pump mplx	0.1	0.1	0.3	0.0	0.1	0.0	-0.2	0.0
EBNA-1 inhibitor	4.1	-3.3	-16.2	1.6	-5.5	2.6	-7.1	-5.8
TPT1 inh	-1.9	-0.8	0.7	-4.4	-0.1	-4.8	-1.4	-1.3
CTSL1 counter	0.6	-0.9	-1.9	-1.6	1.8	3.2	2.5	2.0
PREPL inh	-0.5	0.9	4.8	1.5	-1.8	2.4	6.8	8.7
core dimer inh	-4.7	1.6	-2.1	-0.9	-6.5	-2.3	16.0	-8.4
ZTA counter	-11.8	-0.8	-0.4	4.2	-8.4	-6.0	3.0	-15.5

25) COc1ccc([N+](=O)[O-])cc1C(=O)Nc1ccc(OCC(=O)N2CCOCC2)cc1
26) O=C(NCc1ccccc1)C(c1ccncc1)N(C(=O)c1csnn1)C1CC1 (centres undefined)
27) Cc1c(N2C(=O)C(=O)/C(=C(/O)c3ccccc3)C2c2ccc(F)cc2)c(=O)n(-c2ccccc2)n1C (centres undefined)
28) CC(C)OCC1CC(CC(=O)NC(=S)Nc2cccc([N+](=O)[O-])c2)C(=O)O1 (centres undefined)
29) N#Cc1ccc(CSc2nnc(-c3ccccn3)n2-c2ccc(Cl)cc2)cc1
30) CCOC(=O)N1CCN(C(=O)c2ccccc2N(Cc2ccccc2)S(=O)(=O)c2ccccc2)CC1
31) O=C(COc1ccccc1)Nc1ncccn1
32) CC(=O)Nc1ccccc1-c1nn[nH]n1
assay / compound	25	26	27	28	29	30	31	32
PP5 inh	1.4	2.4	1.9	1.2	1.3	1.2	1.3	-0.8
PP1 counter	1.1	6.1	-1.5	-2.0	-2.4	0.3	-0.2	0.9
Efflux pump mplx	0.0	0.0	0.3	-0.2	0.1	-0.1	-0.1	0.0
EBNA-1 inhibitor	-6.0	-6.1	-0.7	9.7	-5.3	4.9	8.6	-0.7
TPT1 inh	-1.6	2.5	3.4	-2.3	-5.8	-2.0	-2.2	-5.8
CTSL1 counter	-0.4	-2.8	3.5	3.5	-2.0	1.0	1.0	2.4
PREPL inh	1.9	-3.6	-6.4	13.5	32.2	3.0	2.1	-6.0
core dimer inh	3.2	0.4	-0.7	0.7	9.1	-0.4	-3.4	3.1
ZTA counter	17.0	-4.0	13.2	-9.1	-5.3	-2.0	-5.7	6.6

33) CC(C)n1nnnc1SCC(=O)NCCc1ccccc1
34) COc1ccc(-c2nc(C#N)c(N3CCCCCC3)o2)cc1
35) COCCCn1c(=O)c2sccc2n(Cc2ccccc2)c1=O
36) Cc1ccc(C(=O)OCC(=O)Nc2ccc3[nH]c(=O)[nH]c3c2)cc1S(=O)(=O)N1CCOCC1
37) COc1ccccc1N/C(N)=N/c1nc(C)cc(C)n1
38) COc1nonc1NCn1nc(C)cc1C
39) O=C1/C(=C/c2cccs2)CCC1C1CCCC1 (centres undefined)
40) CC(Sc1nc2ccccc2c(=O)n1CC1CCCO1)C(=O)N(C)Cc1ccccc1 (centres undefined)
assay / compound	33	34	35	36	37	38	39	40
PP5 inh	1.8	5.0	-0.3	-1.4	-1.4	-1.3	-0.8	4.3
PP1 counter	-1.1	0.5	-0.9	-3.2	-3.7	-5.3	-2.4	0.8
Efflux pump mplx	-0.1	-0.1	-0.5	-0.1	0.6	0.1	0.1	-0.2
EBNA-1 inhibitor	4.2	2.9	7.5	-10.1	2.3	-15.2	3.2	5.6
TPT1 inh	-2.0	-2.9	-1.7	-9.0	0.0	-2.7	-0.8	0.9
CTSL1 counter	-8.9	-0.3	10.2	-6.6	0.4	1.9	-4.6	7.2
PREPL inh	12.4	24.4	-0.1	14.2	21.2	5.1	7.1	13.0
core dimer inh	-4.8	1.0	-19.0	-5.8	1.3	-2.4	0.8	0.8
ZTA counter	2.5	0.7	-12.6	-27.7	10.6	-6.3	-4.7	-9.6

41) Cc1nnc(SCc2ccc(Cl)c(Cl)c2)s1
42) Cc1cc(C)n(-c2ccc(C(=O)N3CCc4ccccc43)cc2)n1
43) CCCCOC(=O)C1CN(c2ccccc2)N=C1C(C)=O (centres undefined)
44) O=C(CSc1ccccc1)N[C@@H](Cc1ccccc1)C(=O)O
45) O=C1OC(c2ccccc2)=NC12CC2c1ccc(Cl)cc1 (centres undefined)
46) CSc1ccccc1-c1nnc(-c2ccc(Cl)cc2)o1
47) CC(=O)NC(c1cccs1)c1cc(F)c2cccnc2c1O (centres undefined)
48) Nc1c(S(=O)(=O)c2cccs2)c2nc3ccccc3nc2n1/N=C/c1cccc(O)c1
assay / compound	41	42	43	44	45	46	47	48
PP5 inh	-0.5	-0.5	0.6	-0.6	0.5	4.5	-0.5	3.5
PP1 counter	-0.5	-1.0	-3.6	-3.8	-10.4	3.2	-6.5	2.2
Efflux pump mplx	0.0	0.1	0.2	nt	-0.3	0.1	-0.1	-0.2
EBNA-1 inhibitor	3.1	5.5	-19.8	10.3	-8.7	-5.5	nt	9.9
TPT1 inh	-5.7	0.5	-1.1	-2.7	-0.5	7.4	nt	0.7
CTSL1 counter	2.7	2.8	4.2	2.2	20.8*	1.3	nt	1.9
PREPL inh	8.5	9.4	-2.0	19.7	-6.2	0.7	9.0	-27.4
core dimer inh	7.5	1.8	3.0	-14.9	-5.0	20.8	nt	19.9
ZTA counter	-5.8	-0.3	-7.6	1.4	-12.2	0.7	-8.7	-2.1

49) CCc1ccccc1NC(=O)CN(C)C(=O)c1cccc(S(=O)(=O)N2CCCCCC2)c1
50) N=C(SC1CC(=O)N(c2ccc(F)cc2)C1=O)N1N=C(c2ccccc2)CC1c1ccccc1 (centres undefined)
51) O=C(COc1cccnc1[N+](=O)[O-])NCc1ccccc1
52) CCCCc1cc(=O)oc2cc(OCC(=O)N(CC)CC)ccc12
53) COc1cccc(-c2ccc(NC(=O)C3CCCN(CCCn4nc(C)cc4C)C3)cc2)c1 (centres undefined)
54) O=C(c1cccc(S(=O)(=O)N2CCN(c3ccc(F)cc3)CC2)c1)N1CCCCCCC1
55) O=S(=O)(/N=C(/Nc1ccccc1F)c1ccccc1)c1ccccc1
assay / compound	49	50	51	52	53	54	55
PP5 inh	-1.6	0.4	1.7	0.7	3.4	3.4	0.9
PP1 counter	-5.9	-2.9	-8.7	1.4	-2.8	2.6	-6.5
Efflux pump mplx	-0.1	0.0	0.3	0.0	0.1	0.1	0.2
EBNA-1 inhibitor	nt	4.8	-19.9	-1.4	-11.6	5.1	-3.4
TPT1 inh	nt	-1.4	0.8	0.2	-1.8	-3.6	-3.2
CTSL1 counter	nt	0.6	-2.0	-2.0	0.1	-30.4	-2.1
PREPL inh	1.5	15.4	13.5	-0.2	-3.4	-77.6	-1.4
core dimer inh	nt	-1.0	5.6	-1.2	-4.0	3.8	4.0
ZTA counter	0.4	8.1	6.1	-1.5	15.4	-20.3	-12.4
